# From PubChem
# MCF10A rereplic – A quantitative high throughput screen for small molecules that induce DNA re-replication in MCF 10a normal breast cells; MCF 10A DNA re-replication, Hoechst nuclear intensity, 48 h; Potency, µM (highest dose often 46.1 µM), without a hit: at the top dose activity, positive = re-replication, hits mostly activators; hit rate 2.9% among 350,000; AID 624296, 2012; further: potency means the concentration at half of the fitted maximal effect; % of control where 0% means no effect; nearly all actives have a fitted effect of over 50% in size
# KB-V1 MDR tox – qHTS assay for MDR1-selective chemotherapeutics: Primary screen using the drug-selected MDR subline cells KB-V1. Potency, µM (series often up to 46.1 µM), without a hit: at the highest dose activity change, negative = cytotoxicity, usual class: cytotoxic. AID 1347076, 2019. hit rate 3.4% among 400,000. KB-V1 MDR cells viability, CellTiter-Glo, 72 h; further: potency means the concentration at half of the fitted maximal effect; on the % scale 0 is the no-effect control and ±100 the full control effect; nearly all actives have a fitted effect of over 60% in size
#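 Following 72 h at 37 degrees C with compound, KB-V1 cell viability was read by CellTiter-Glo luminescence, medium being phenol-red-free DMEM plus 10% FBS; concentration-response parameters came from normalized, curve-fitted qHTS data.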
# D3 ag – qHTS of D3 Dopamine Receptor Agonist: qHTS. D(3) dopamine receptor (Homo sapiens), P35462. hit rate 0.58% among 410,000. D3R DiscoveRx beta-arrestin cells, luminescence, 90 min. max activation, %. AID 652048, 2013; in the data active means max activation above about 30%; further: 0% is about no effect; mostly tested at two doses, the higher about 12 µM
# Target sequence (P35462 whole entry, looked up): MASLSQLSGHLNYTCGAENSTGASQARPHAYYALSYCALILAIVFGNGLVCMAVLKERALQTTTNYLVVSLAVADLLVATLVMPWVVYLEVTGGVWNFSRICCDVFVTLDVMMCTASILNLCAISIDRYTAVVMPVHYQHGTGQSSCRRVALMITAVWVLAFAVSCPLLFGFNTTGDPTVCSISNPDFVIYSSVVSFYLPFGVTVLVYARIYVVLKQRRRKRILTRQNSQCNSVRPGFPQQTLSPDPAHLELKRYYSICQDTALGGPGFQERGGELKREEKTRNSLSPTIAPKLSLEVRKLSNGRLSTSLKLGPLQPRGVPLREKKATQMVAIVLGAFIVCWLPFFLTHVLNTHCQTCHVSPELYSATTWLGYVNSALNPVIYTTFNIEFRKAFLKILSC
#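 Agonist mode: compounds and dopamine controls were applied to plated cells for 90 min at 37 degrees C after an overnight attachment at 1500 cells/well. Luminescent read-out followed 30 - 60 minutes at room temperature with DiscoveRx detection reagent.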
# SW480 rereplic – A quantitative high throughput screen for small molecules that induce DNA re-replication in SW480 colon adenocarcinoma cells. SW480 DNA re-replication, Hoechst DNA content imaging, 48 h. Potency, µM (highest dose often 46.1 µM), inactives show at the top dose re-replication activation, usual class: activators. hit rate 1.8% among 340,000. AID 624297, 2012; further: potency means the concentration at half of the fitted maximal effect; % of control where 0% means no effect; nearly all actives have a fitted effect of over 55% in size
#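 Readout is total intensity of Hoechst-stained nuclei, excited at 405 nm and collected at 500-530 nm. Compound treatment lasted 48 hr at 37 C in 5% CO2 before staining.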
# HT1080-NT tox – qHTS for induction of synthetic lethality in tumor cells producing 2HG: qHTS for the HT-1080-NT fibrosarcoma cell line. HT-1080-NT fibrosarcoma viability, CellTiter-Glo ATP luminescence, 48 h. Potency, µM (titrated, usually from 46.1 µM), inactives show at the highest dose activity, negative = less viability, actives largely listed as cytotoxic. hit rate 1.6% among 360,000. AID 686970, 2013;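 further: NT is the 2HG producing partner of a matched IDH1 knockdown line; potency means the concentration at half of the fitted maximal effect; 0% = DMSO-treated cells and -100% = media-only wells without cells; nearly all actives have a fitted effect of over 55% in size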
#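 Fibrosarcoma NT cells, 750 per well in 5% FBS RPMI, were exposed to compound for 48 hours. Viability: CellTiter-Glo luminescence.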
# HT1080 IDH1KD tx – qHTS for induction of synthetic lethality in tumor cells producing 2HG: qHTS for the HT-1080-IDH1KD cell line. HT-1080 IDH1 knockdown viability, ATP luminescence, 48 h. Potency, µM (doses to about 46.1 µM), for inactives: at the top dose activity, negative = toxicity, hits mostly cytotoxic. hit rate 2% among 360,000. AID 686971, 2013;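 further: potency means the concentration at half of the fitted maximal effect; 0% = DMSO wells and -100% = cell-free medium wells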
#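 Knockdown cells (IDH1KD HT-1080) received compounds 2 h after plating at 750 cells/well and were kept 48 h at 37 °C in 5% FBS RPMI. A CellTiter-Glo luminescence read gave % activity for curve fitting.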
# IL-1B inflam inh – qHTS for Inhibitors of Inflammasome Signaling: IL-1-beta AlphaLISA Primary Screen. THP-1 LPS/ATP IL-1B secretion, AlphaLISA, 16 h; stronger effect = lower value. activity change, % at 57.5 µM. hit rate 4.7% among 360,000; in the data active means activity change below about -50%; inconclusive means mostly about -30% to -49%; further: on the % scale 0 is the no-effect control and ±100 the full control effect
#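 Secreted IL-1B measured by AlphaLISA bead assay after 16 h compound exposure of THP-1 cells; compounds (final up to 57.5 uM) added 1 h before LPS (250 ng/mL) and ATP (1.25 mM) stimulation; lower signal means less secretion.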
# KB-3-1 tox – qHTS assay for MDR1-selective chemotherapeutics: Primary screen using the parental adenocarcinoma cell KB-3-1; KB-3-1 viability, CellTiter-Glo ATP luminescence, 72 h; Potency, µM (highest dose often 46.1 µM), for inactives: top-dose activity change, negative = cytotoxic, actives largely listed as cytotoxic; hit rate 1.4% among 400,000; AID 1347075, 2019; further: potency means the concentration at half of the fitted maximal effect; on the % scale 0 is the no-effect control and ±100 the full control effect; nearly all actives have a fitted effect of over 60% in size
#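 Viability of parental KB-3-1 cells, measured by CellTiter-Glo luminescence, followed a 72 h incubation at 37 °C with pinned compounds in phenol-red-free DMEM containing 10% FBS.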
# GLP1R cytotox – qHTS of GLP-1 Receptor Inverse Agonists: Cytotox Screen; HEK293 cAMP-luciferase reporter cells, luminescence, 24 h; Potency, µM (doses to about 38.3 µM), inactives show top-dose activity change, negative = inhibition, usual class: inhibitors; hit rate 0.13% among 410,000; AID 624418, 2012;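 further: loss of luciferase light is scored as toxicity; potency means the concentration at half of the fitted maximal effect; on the % scale 0 is the no-effect control and ±100 the full control effect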
#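 To flag toxic compounds, the library was rerun on cells for 24 hr at 37 deg C and 5% CO2. Viability-linked luminescence was captured 12 min after adding luciferase detection reagent.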
# * marks the source's active call; other numbers are inactive results; ? = inconclusive; / = no result given; [ ] = remark or other dose. Unless noted, the call rests on the fitted dose curve; in most records, active means well fitted curve in the direction sought with a large enough effect; inconclusive means small, poorly fitted or top-dose-only effect, or another doubt; inactive means no such curve, though single readings can be large; an effect the other way counts as inactive or inconclusive.
SMILES,MCF10A rereplic,KB-V1 MDR tox,D3 ag,SW480 rereplic,HT1080-NT tox,HT1080 IDH1KD tx,IL-1B inflam inh,KB-3-1 tox,GLP1R cytotox
Nc1c(C(=O)N2CCCCC2)sc2nc3c(cc12)CCCC3,?,-30%,-1,5%,17%,2%,-7,5%,9%
Cc1cc(C2(c3cc(C)c(NC(=O)CN4CCOCC4)c(C)c3)CCCCC2)cc(C)c1NC(=O)CN1CCOCC1,18%,1%,-1,4%,0%,9%,-14,-17%,2%
CC(C)CC(=O)NC(Nc1ccc([N+](=O)[O-])cc1)C(Cl)(Cl)Cl (stereo not given),5%,18µM*,-1,2%,?,-28%,7,?,?
Cc1cccc(C(=O)N2CCN(S(=O)(=O)N3CCCCCC3)CC2)c1,0%,-27%,-3,-2%,18%,18%,0,-7%,3%
CN(CCC#N)C(=O)c1cc2c(Cl)nc3ccccc3c2s1,-9%,0%,-4,1%,10%,7%,-13,1%,-9%
CN1CCN(S(=O)(=O)c2ccc(SCCOc3ccc(Cl)cc3)nc2)CC1,?,0%,-2,-3%,2%,-1%,?,-28%,-2%
CSc1cccc(NC(=O)c2ccc(NC3=NC4CS(=O)(=O)CC4S3)cc2)c1 (stereo not given),1%,6%,5,-13%,14%,4%,-17,14%,-8%
Cc1cc(=O)[nH]c2cc(O)ccc12,-1%,0%,2,-3%,9%,-6%,23,5%,0%
Cc1ccc(C)c2c1CCCC2=O,/,?,-3,/,-1%,1%,-12,?,6%
COc1ccc(NC(=O)N2CCCC2C(=O)NC2CCCC2)cc1 (stereo not given),-34%[inhibitor],-2%,2,-1%,0%,1%,8,7%,-3%
COc1ccc(-c2cc(=O)[nH][nH]2)cc1,7%,25%,-12,1%,10%,7%,-8,5%,16%
O=C(COC(=O)c1ccccc1Br)NCCC1=CCCCC1,-6%,-9%,-15,?,-2%,-1%,-1,23%,14%
Cc1cc(-c2ccccc2)cc(-c2ccccc2)[n+]1C,4%,6%,-1,8%,-13%,-18%,3,?,-5%
O=C(C1=C(O)C(=O)N(c2ncccn2)C1c1cccc(Cl)c1)c1ccco1 (stereo not given),?,0%,-3,-2%,11%,0%,0,-9%,-10%
COc1ccc(C(=O)COC(=O)c2c(-c3ccccc3)noc2C)c(OC)c1,?,?,10,-5%,5%,4%,21,?,-6%
COc1ccc(NC(=O)CN2C(=O)C(C)SC(C)C2=O)cc1 (stereo not given),0%,?,-6,3%,?,8%,4,2%,13%
c1cnc2ccc(C(c3nnnn3C3CCCC3)N3CCN(c4nc5ccccc5s4)CC3)cc2c1 (stereo not given),4%,11%,-6,-2%,-4%,-11%,-53*,-9%,-4%
Cc1cc(NS(=O)(=O)c2ccc(Nc3nc(-c4ccc(O)cc4)cs3)cc2)no1,2%,-8%,2,2%,5%,4%,-2,0%,-3%
CC1(C(=O)Nc2ccccc2)CCN1C(=O)CCc1ccc(Cl)cc1Cl (stereo not given),/,-6%,-8,/,-3%,0%,-6,0%,5%
CCOC(=O)C(C(=O)OCC)C(C)(C)/C(C)=N\Nc1ccc([N+](=O)[O-])cc1[N+](=O)[O-],5%,?,-2,17%,-25%,-12%,19,4%,-4%[1.53 µM]

# Reprinted from the results shown for reference:
SMILES,MCF10A rereplic,KB-V1 MDR tox,D3 ag,SW480 rereplic,HT1080-NT tox,HT1080 IDH1KD tx,IL-1B inflam inh,KB-3-1 tox,GLP1R cytotox
COc1ccc(-c2cc(=O)[nH][nH]2)cc1,7%,25%,-12,1%,10%,7%,-8,5%,16%
O=C(COC(=O)c1ccccc1Br)NCCC1=CCCCC1,-6%,-9%,-15,?,-2%,-1%,-1,23%,14%
Cc1cc(-c2ccccc2)cc(-c2ccccc2)[n+]1C,4%,6%,-1,8%,-13%,-18%,3,?,-5%
O=C(C1=C(O)C(=O)N(c2ncccn2)C1c1cccc(Cl)c1)c1ccco1 (stereo not given),?,0%,-3,-2%,11%,0%,0,-9%,-10%
COc1ccc(C(=O)COC(=O)c2c(-c3ccccc3)noc2C)c(OC)c1,?,?,10,-5%,5%,4%,21,?,-6%
COc1ccc(NC(=O)CN2C(=O)C(C)SC(C)C2=O)cc1 (stereo not given),0%,?,-6,3%,?,8%,4,2%,13%
c1cnc2ccc(C(c3nnnn3C3CCCC3)N3CCN(c4nc5ccccc5s4)CC3)cc2c1 (stereo not given),4%,11%,-6,-2%,-4%,-11%,-53*,-9%,-4%
Cc1cc(NS(=O)(=O)c2ccc(Nc3nc(-c4ccc(O)cc4)cs3)cc2)no1,2%,-8%,2,2%,5%,4%,-2,0%,-3%
CC1(C(=O)Nc2ccccc2)CCN1C(=O)CCc1ccc(Cl)cc1Cl (stereo not given),/,-6%,-8,/,-3%,0%,-6,0%,5%
CCOC(=O)C(C(=O)OCC)C(C)(C)/C(C)=N\Nc1ccc([N+](=O)[O-])cc1[N+](=O)[O-],5%,?,-2,17%,-25%,-12%,19,4%,-4%[1.53 µM]

# The results go on:
SMILES,MCF10A rereplic,KB-V1 MDR tox,D3 ag,SW480 rereplic,HT1080-NT tox,HT1080 IDH1KD tx,IL-1B inflam inh,KB-3-1 tox,GLP1R cytotox
Cc1cccc(CC2CC(=O)N(c3ncccn3)C2=O)c1 (stereo not given),-1%,13%,3,1%,2%,10%,36,9%,3%
COCCn1c(-c2ccccc2Cl)nc2c(c(=O)c3ccccc3n2C)c1=O,-3%,-7%,3,-1%,15%,18%,2,2%,-10%
O=C(Nc1ccc(F)cc1)c1sccc1SCc1cccc(C(F)(F)F)c1,?,?,-3,0%,13µM*,18µM*,-21,-17%,3%
COc1ccccc1NC(=O)Cn1c(=O)n(-c2ccccc2Cl)c(=O)c2sc3ccccc3c21,/,27%,6,/,/,/,/,-2%,-9%
Cc1ccc(Cn2cccc2/C=N/NC(=S)Nc2ccc(C)cc2)cc1,?,-11%,3,2%,-21%,?,68,-9%,-6%
CCOc1cc(C2NC(=O)c3c(sc4c3CCN(C)C4)N2)ccc1OC(=O)c1ccccc1Cl (stereo not given),/,17%,-11,/,/,/,/,22%,18%
COC(=O)C1=C(C)NC(=O)NC1c1cc(Cl)ccc1OC (stereo not given),3%,12%,-5,-6%,-4%,3%,31,0%,0%
O=C(NCC1CCCO1)C(=O)N/N=C/c1ccc(OCc2ccccc2Cl)cc1 (stereo not given),4%,27%,11,0%,0%,6%,-2,10%,9%
Cc1ccc(NC(=O)CN2C(=O)NC3(CCCCCCC3)C2=O)cc1C,-1%,23µM*,-3,-5%,-6%,-8%,4,21%,-21%
CCOC(=O)Cn1c(-c2ccc(Cl)nc2)nc2ccccc21,-24%,0%,27,13%,-1%,1%,0,-1%,0%
COc1ccc(CC(=O)NNC(=O)c2ccc(NC(C)=O)cc2)cc1,-4%,9%,12,-2%,1%,-1%,-9,-1%,7%[7.66 µM]
COCCNC(=O)c1onc(CSc2cccc(C)c2)c1C(=O)O,20%,-1%,5,-3%,-3%,6%,20,2%,-12%
CCc1ccccc1NC(=O)C1CCN(S(=O)(=O)c2ccc3c(c2)N(C(C)=O)CCO3)CC1,-3%,?,1,-8%,-3%,-1%,31,-2%,-3%
CN(C)CCCNC(=O)/C=C/c1ccc(OCc2c(F)cccc2Cl)cc1,23µM*,0%,3,?,?,?,-10,-4%,?
O=C(CCCN1C(=O)/C(=C/c2ccc(F)cc2)SC1=S)NCCCn1ccnc1,21µM*,?,-5,-14%,-4%,-20%,-7,0%,-29%
Cc1cc(C)n2nc(CNC(=O)c3ccccc3Cl)nc2n1,/,-7%,-7,/,/,/,/,-3%,1%
O=C1NC[C@@H](CCCCN2C[C@H](Cc3ccccc3)N(CC3CCCCC3)C(=O)C2=O)N(CC2CCCCC2)C1=O,/,0%,-4,/,?,?,-27,14%,-11%
COc1cccc(/C=C(/C(=O)OCC(=O)NC2CCCCCCC2)c2ccccc2)c1,?,0%,27,-11%,-3%,-13%,14,-22%,-25%
O=C(CSc1n[nH]c(-c2cccs2)n1)N1CCN(S(=O)(=O)c2ccccc2)CC1,16%,-5%,2,3%,13%,5%,20,8%,7%
COc1ccc(NC(=O)CN(C)CC(=O)NC2CCC(C)CC2)cc1 (stereo not given),-4%,21µM*,-4,2%,-5%,16%,0,2%,-6%
CCOC(=O)c1sc(NC(=O)CSc2nnnn2-c2ccc(C)cc2C)nc1C,?,1%,6,-6%[9.22 µM],4%,17%,10,-2%,2%
CC1(C)Nc2ccccc2C(=O)N1NS(=O)(=O)c1ccccc1,-8%,9%,-2,-3%,4%,19%,4,6%,-2%
COc1ccc2cc(C#N)c(SCC(=O)NNC(=O)Cc3ccccc3)nc2c1,10%,?,-10,4%,-12%,-3%,5,-1%,-10%
CCOc1ccccc1NC(=O)CCCN1C(=S)NC(C)(C)CC1C (stereo not given),-1%,-1%,9,1%,13%,14%,0,2%,-27%
O=C(Nc1cnn(Cc2ccccc2)c1)c1nc2ncccn2n1,12%,0%,1,-16%,-1%,-3%,18,-2%,-7%
Cc1ccc(CNC(=O)COC(=O)c2ccc(Br)o2)cc1,-1%,?,-2,10%,2%,-1%,0,18%,-5%
O=C(CCC1CCCN(C(=O)c2cccnc2)C1)NCc1ccccc1F (stereo not given),0%,/,1,-1%,0%,5%,2,/,-12%
